# RBX1-CUL1 inh – human ROC1-CUL1 E3 ligase inhibition; P62877+Q13616; in vitro K48 di-Ub FRET, acceptor:donor ratio, 45 min; 140,000 tested, 0.6% active; inhibition, % at 10 µM; in the data active = inhibition above about 25%
# Target sequence (P62877 whole entry, looked up): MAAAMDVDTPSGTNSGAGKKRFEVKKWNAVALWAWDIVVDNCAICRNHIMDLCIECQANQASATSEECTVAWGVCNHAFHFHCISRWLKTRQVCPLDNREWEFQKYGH
# Target sequence (Q13616 whole entry, looked up): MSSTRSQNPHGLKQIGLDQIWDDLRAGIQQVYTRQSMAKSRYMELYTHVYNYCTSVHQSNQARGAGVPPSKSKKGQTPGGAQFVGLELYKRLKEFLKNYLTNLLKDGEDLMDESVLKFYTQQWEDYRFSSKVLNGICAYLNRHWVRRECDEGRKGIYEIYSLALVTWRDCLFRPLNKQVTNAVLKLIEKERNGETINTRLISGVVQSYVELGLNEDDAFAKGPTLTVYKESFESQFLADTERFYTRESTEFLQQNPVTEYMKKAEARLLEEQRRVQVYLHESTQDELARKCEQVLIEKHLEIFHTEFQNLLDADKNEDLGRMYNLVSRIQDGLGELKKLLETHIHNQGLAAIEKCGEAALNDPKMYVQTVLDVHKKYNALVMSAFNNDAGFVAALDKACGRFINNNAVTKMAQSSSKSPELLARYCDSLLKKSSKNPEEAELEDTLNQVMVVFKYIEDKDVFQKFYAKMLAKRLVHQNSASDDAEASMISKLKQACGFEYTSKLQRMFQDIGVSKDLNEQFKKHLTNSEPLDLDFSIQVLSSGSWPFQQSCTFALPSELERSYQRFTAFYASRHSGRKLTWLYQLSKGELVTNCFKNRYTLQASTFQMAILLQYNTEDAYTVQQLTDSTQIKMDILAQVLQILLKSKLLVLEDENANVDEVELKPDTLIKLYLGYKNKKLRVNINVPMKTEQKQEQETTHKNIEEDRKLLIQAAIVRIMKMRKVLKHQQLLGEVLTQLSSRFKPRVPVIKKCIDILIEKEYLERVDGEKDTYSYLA
# * marks the source's active call; other numbers are inactive results. Some of the compounds tested; count on the stated rates, not on these rows.
structure | RBX1-CUL1 inh
COC1CCN(Cc2cnc(S(=O)(=O)CC3CCCO3)n2CC(C)C)CC1 (stereo unspecified) | -0.3
Cc1cccc(-c2nc3scc(CCNS(=O)(=O)c4ccc(F)c(C(F)(F)F)c4)n3n2)c1 | -2.4
Cc1ccc(NC(=O)C2CCCC2)cc1Cl | 1.6
Cc1ccc(/C=C/C(=O)Nc2ccc(Cl)cc2Cl)cc1 | -2.4
O=C(Cc1ccccc1)Nc1ccc(C(=O)OCC(=O)c2cccc([N+](=O)[O-])c2)cc1 | -2.0
COc1ccc(NS(=O)(=O)c2ccc(NS(=O)(=O)c3ccccc3)cc2)nn1 | 9.2
COc1ccc(CCNC(=O)C(=O)NCC(c2cccs2)S(=O)(=O)c2ccc(F)cc2)cc1 (stereo unspecified) | 0.1
COC(=O)c1cccc(CN2C(=O)SC(Nc3ccc(Br)cc3)C2=O)c1 (stereo unspecified) | -12.1
Cc1ccc(C2=Nc3ccccc3N(CC(=O)Nc3ccccc3C)C(=O)C2)cc1C | 4.3
COc1ccc(Cc2nc(N)cc(=O)[nH]2)cc1 | 2.4
CCCOc1cccc(C(=O)N2CCN(c3ncccn3)CC2)c1 | 1.0
N#CC1C(=N)Oc2n[nH]c(-c3ccccc3)c2C1c1ccccc1 (stereo unspecified) | 1.5

# Laid out differently: four of the compounds above
O=C(Cc1ccccc1)Nc1ccc(C(=O)OCC(=O)c2cccc([N+](=O)[O-])c2)cc1
  RBX1-CUL1 inh: -2.0

Cc1cccc(-c2nc3scc(CCNS(=O)(=O)c4ccc(F)c(C(F)(F)F)c4)n3n2)c1
  RBX1-CUL1 inh: -2.4

CCCOc1cccc(C(=O)N2CCN(c3ncccn3)CC2)c1
  RBX1-CUL1 inh: 1.0

COc1ccc(NS(=O)(=O)c2ccc(NS(=O)(=O)c3ccccc3)cc2)nn1
  RBX1-CUL1 inh: 9.2

# The results go on:
structure | RBX1-CUL1 inh
CCN(CC)c1ccc(/C=C2/C(=O)NN(c3cccc(Br)c3)C2=O)cc1 | 0.3
CCOc1cc(/C=C2/C(=O)NC(=S)N(c3ccc(F)cc3)C2=O)cc(Br)c1OCC(=O)OC | -4.5
CCN(Cc1nccn1C)C(=O)c1ccc(NC2CCOC2)nc1 (stereo unspecified) | -6.9
CCC(Oc1cc(C)ccc1Cl)C(=O)N1CC(C)OC(C)C1 (stereo unspecified) | 5.2
Cc1csc(C(C)N(C)C(=O)c2cc(Cn3nc(C)cc3C)[nH]n2)n1 (stereo unspecified) | -11.7
Oc1c(-c2ccc(Br)cc2)c2nc3ccccc3nc2c2ccccc12 | -4.8
CCS(=O)(=O)Nc1cccc2cccnc12 | 3.1
O=C1c2ccccc2C(=O)N1c1c(F)c(F)c(C(F)(F)F)c(F)c1F | -3.5
COc1ccc(CCN2CCCC(CN(C)Cc3nc[nH]c3C)C2)cc1 (stereo unspecified) | 3.0
CCOC(=O)c1ccccc1NC(=O)c1c2c(nc3ccccc13)C(=O)N(C1CCCCC1)C2 | 2.9
COc1ccc(C(C)C)cc1S(=O)(=O)Nc1ccccc1 | 5.3
O=C(/C=C\c1ccccc1OC(=O)c1ccncc1)c1ccc(Cl)cc1 | 5.0
COc1ccc(C(=O)Nc2ccn(Cc3ccccc3F)n2)cc1COc1ccccc1Br | 7.3
CC(C)(C)c1ccc(C(C)(C)C)c(Oc2ccc([N+](=O)[O-])cc2C(=O)c2ccccc2)c1 | -9.1
COc1ccccc1N1CCN(C(=O)c2cccc(Cl)c2Cl)CC1 | 4.4
CCN1C(=O)N=C(Cc2c(OC)cc(OC)cc2OC)C1=O | -1.5
CC(=O)Nc1ccccc1S(C)(=O)=O | 6.3
CCOc1ccc(NC(=O)c2c(NCc3cccc(OC)c3OC)sc3c2CCC3)cc1 | 3.6
CC(=O)Nc1cccc(NC(=O)C(=O)NCCc2csc3nc(-c4ccccc4F)nn23)c1 | 3.6
COCCCN1C(=O)C(=O)C(C(=O)c2ccco2)C1c1ccc(F)cc1 (stereo unspecified) | -1.0
CC(C)[C@H](NC(=O)C1(N(C)Cc2ccccc2)Cc2ccccc2C1)C(N)=O | 6.5
Cc1cc2ncc(C#N)c(-c3ccc(Br)cc3)n2n1 | 1.5
Cc1nc(-c2ccccc2)nc2c1C(=O)CC=N2 | 6.4
CCOC(=O)C(C#N)(CCN(C)C)c1csc2ccc(C)cc12 (stereo unspecified) | -8.3
CC(C)c1c[n+]2cccc(C(=O)ON(C)C)c2n1C | 3.6
CCOC(=O)C1CCN(C(=O)Cn2c(-c3cccs3)cc3cc(Cl)ccc32)CC1 | -3.0
Cc1nc2ccc(S(=O)(=O)NC(C(=O)N3CCN(c4ccc(Cl)cc4)CC3)C(C)C)cc2s1 (stereo unspecified) | 0.7
CCCC(=O)Nc1nnc(SCc2cc(=O)n3cccc(C)c3n2)s1 | 4.0
COc1ccc(C(=O)Nc2ccc(Cl)c(-c3nc4ccccc4o3)c2)cc1[N+](=O)[O-] | 10.9
COc1nc(Cl)cn(C)c1=O | 7.6
CCn1cc(C(=O)N2CCN(c3ccccc3)CC2)c(=O)c2cc(S(=O)(=O)N(C)C3CCCCC3)ccc21 | -1.6
O=C(c1cccc(Cl)c1)N1c2ccccc2Sc2ccccc21 | 3.8
CCC(C)NC(=O)CCCc1nnc2n(CC(C)C)c(=O)c3sccc3n12 (stereo unspecified) | -3.2
COC(=O)c1scc(-c2ccc(C)cc2)c1S(=O)(=O)Nc1cccc(C(F)(F)F)c1 | -2.0
O=C1CC(C(=O)NCc2cccnc2Oc2ccccc2)CN1 (stereo unspecified) | -2.0
CCC(C)n1c(=N)c(C(=O)NC)cc2c(=O)n3cccc(C)c3nc21 (stereo unspecified) | -4.6
COCCc1nc2ccc(C(=O)N3CCCC(OCc4cccnc4)C3)cc2o1 (stereo unspecified) | -3.9
COc1ccc(OC)c(NC(=O)C2Cc3ccccc3CN2S(=O)(=O)c2ccc(F)cc2)c1 (stereo unspecified) | 7.8
COC(=O)c1ccc(CNCCC2CCC(=O)N2CCOC(C)C)cc1 (stereo unspecified) | 3.3
Cc1noc(C)c1C(c1ccc(F)cc1)c1ccc(F)cc1 | 0.5
O=C(CCCCC(=O)Nc1scc(-c2ccccc2)c1C(=O)O)Nc1scc(-c2ccccc2)c1C(=O)O | 4.1
CCN(CC)CCCNC(=O)CSc1nc(-c2ccc(OC)cc2)cc(C(F)(F)F)n1 | 9.6
CC(C)(C)c1cc(N2C=C(c3ccccc3)Nc3nncn32)cc(C(C)(C)C)c1O | 2.0
COCCN1CCN(C(=O)c2cnn(-c3nccc(-c4ccccc4OC)n3)c2C2CC2)CC1 | 8.7
Cc1c(Cc2ccccc2)sc(NC(=O)Nc2cccc(Cl)c2)c1C(N)=O | -3.9
CC(C)CN(CCNC(=O)CCN1N=C(c2ccccc2)CCC1=O)CC(C)C | -15.0
c1ccc(C2=NNC3(CCC4(CC3)NN=C(c3ccccc3)S4)S2)cc1 (stereo unspecified) | 1.0
COc1ccc(S(=O)(=O)N(C)C)cc1C(=O)N1CCC(C)CC1 | 7.9
CCOCCSc1nc(N)c2c3c(sc2n1)COC(C)(C)C3 | 9.2
Cc1ccc(SCc2c(C(=O)O)nnn2-c2nonc2N)cc1 | -0.3
Cc1ccc(CSc2nnc(NC(=O)COc3ccc(C)c(C)c3)s2)cc1 | -2.8
CC(=O)c1cccc(NC(=O)C2CCCN(C(=O)c3cnn(-c4ccccc4)c3-n3cccc3)C2)c1 (stereo unspecified) | 4.2
CC(C)C(=O)COc1cccn2cc(C(C)C)nc12 | 2.5
CO[C@H]1[C@H](NC(=O)COc2ccccc2)c2ccccc2C12CCN(C(=O)CC1=CCCCC1)CC2 | -0.8
O=S(=O)(Nc1ccc(OC(F)(F)F)cc1)c1ccc(N2CCCCS2(=O)=O)cc1 | -6.0
CCCNc1ncnc2sc3c(c12)CCC(C)C3 (stereo unspecified) | 6.3
COc1ccc(CCNC(=O)CN(C2CCCCC2)S(=O)(=O)c2ccccc2)cc1 | -6.3
Cc1ccc(-c2[nH]nc3c2C(c2ccc(Cl)cc2Cl)C(C#N)C(=N)O3)cc1 (stereo unspecified) | 5.6
O=C(c1ccc([N+](=O)[O-])cc1)c1ccccc1Cl | -2.0
NC(=O)COc1ccccc1/C=C1/SC(=Nc2cccc(C(F)(F)F)c2)NC1=O | 7.1

# Further compounds:
structure | RBX1-CUL1 inh
COc1cc(OC)c(/C=C2\SC(=Nc3ccc(F)cc3)N(c3ccc(F)cc3)C2=O)c(OC)c1 | 1.7
Cc1nn2c(=O)cc(COC(=O)c3ccc(NC(=O)C4CCCCC4)cc3)nc2s1 | -3.3
Cc1cc(=O)n2c(C(=O)Nc3ccc(C)c(Cl)c3)c(C(=O)Nc3ccccc3)sc2n1 | -5.7
COc1ccccc1NC(=O)CCn1nc(-c2ccccc2OC)c2c(C)cc(C)nc21 | 10.4
CC(=O)C(CC(=O)O)c1ccccc1 (stereo unspecified) | 3.1
Cc1ccc2scc(N3CCCC(C)C3)c(=O)c2c1 (stereo unspecified) | -6.2
CC1(C)Cc2nc(N3CCC(O)CC3)ncc2C(NC2CCOCC2)C1 (stereo unspecified) | 0.8
CCC(=O)Nc1ccccc1-c1nc2ccccc2n(CC(=O)c2ccc(C)c(C)c2)c1=O | 2.9
CC(=O)CSc1nc(-c2ccccc2)[nH]c1S(=O)(=O)c1ccc(C)cc1 | 6.9
Cc1cc(N2CCN(c3ccccc3)CC2)c(C(N)=O)c(C)n1 | 2.3
CCOn1c(-c2ccc(OC)cc2)nc2c1OC=NN2OCc1ccccc1 | 5.2
CCCCS(=O)(=O)N1CCC(C(=O)Nc2ccc(C)cc2)CC1 | -3.5
COc1ccc(N2CCN(CCCNC(=O)C3COc4ccccc4C3)CC2)cc1 (stereo unspecified) | -7.5
Cc1ccc(Sc2ccc([N+](=O)[O-])cc2[N+](=O)[O-])nc1 | 11.6
COc1cccc(CN2CCNC(=O)C2CC(=O)N(Cc2cnn(C)c2)C(C)C)c1 (stereo unspecified) | 1.4
CC(=O)c1ccc(NS(=O)(=O)c2cc3[nH]c(=O)c(=O)[nH]c3cc2C)cc1 | -4.1
COc1cc(C2C3=C(CCCC3=O)OC(=N)C2C#N)cc(OC)c1OC (stereo unspecified) | -9.4
Cc1ccc2c(c1)N(O)N(O)c1cc(C)ccc1-2 | -5.8
CCC1CCCCN1CCCNC(=O)c1ccc2c(c1)N(Cc1ccccc1F)C(=O)c1ccccc1S2(=O)=O (stereo unspecified) | 6.6
COc1cccc(OCC(O)CN2C(C)CCCC2C)c1 (stereo unspecified) | -3.8
O=C(CCc1ccccc1)N1CCCC(c2[nH]ncc2-c2ccc(F)c(F)c2)C1 (stereo unspecified) | 5.0
Cc1ccc(C)c(NC(=O)C(Cc2ccccc2)N2Cc3ccccc3C2=O)c1 (stereo unspecified) | -12.1
O=C(NNS(=O)(=O)c1ccc(Cl)cc1)c1ccc(NC(=O)C2CC2)cc1 | -2.7
Cc1c(C)c2ccccn2c1C=S | -1.7
Cc1cc(=O)[nH]c2c1c(=O)[nH]n2C1CCOC(C)(C)C1 (stereo unspecified) | 9.3
C=CCn1c(=S)[nH]c2c1c(=O)[nH]c(=O)n2C | -4.6
CCN1C(=O)/C(=C\c2cccc(O)c2)SC1=Nc1ccc(C)cc1 | -2.0
O=C(NCc1ccco1)c1cccc(N2C(=O)C3C4C=CC(C5CC45)C3C2=O)c1 (stereo unspecified) | -1.8
COc1ccc(N(C(=O)COc2c(C)cccc2C)S(=O)(=O)c2ccc(Cl)cc2)cc1 | 8.3
CCn1ccnc(N2CCOCC2)c1=Nc1ccc(OC)cc1 | -5.2
O=C(NCCc1cccs1)c1ccc(Cn2c(SCc3ccc(F)cc3)nc3cccnc32)cc1 | 3.1
O=C(c1ccccc1)c1cc(F)c(N2CCCCC2)cc1Cl | 0.1
CCN1CCC(NC(=O)c2ccccc2OC)CC1 | -3.8
Cc1ccc(N(CC(=O)N2CCN(c3ccccc3F)CC2)S(=O)(=O)c2c(C)noc2C)cc1 | -4.6
CCc1ccc(-n2c(=O)c3ccc(C(=O)NCCc4ccccc4)cc3n(Cc3ccccc3C#N)c2=O)cc1 | 3.5
CCOc1cc(-n2ccc(C)n2)nc(-c2ccccc2)n1 | 0.2
CC(C)(C)C(=O)Nc1ccc(-c2nc3ncccc3o2)c(Cl)c1 | -3.8
N/C(=N\OC(=O)Nc1ccccc1)c1cccc(C(F)(F)F)c1 | 2.3
CCNC(=O)c1ccc(NC(=O)N2CCCCc3ccccc32)cc1 | -11.5
COc1ccc(N2C(=O)CN(C(=O)c3cccnc3SC)CC23CCCC3)cc1 | 8.9
O=C(Nc1ccc(N2CCCCC2)cc1)c1sc2ccccc2c1Cl | -1.8
Brc1cc2c(cc1N1C=C(c3ccccc3)Nc3nncn31)OCO2 | -7.9
c1ccc(CNc2nc3nonc3nc2N2CCN(Cc3ccccn3)CC2)cc1 | -4.1
Cc1ccc(Nc2nnc(C)c(=O)n2N)cc1 | -7.9
Cc1ccc(-c2ccc(O)cc2)o1 | -10.4
C#CC(C)(C)OCC(O)CN1CCN(CC)CC1 (stereo unspecified) | 8.6
O=C(c1ccoc1)n1c(-c2ccccc2)csc1=Nc1ccc(F)cc1F | -4.5
C[C@@H]1CN(C2(C(=O)NC3CCCC3)Cc3ccccc3C2)C[C@H](C)O1 | 2.0
Cc1ccc2cc(C#N)c3c4ccccc4sc3c2c1 | -0.4
CCCCCn1c(=O)[nH]c2cc(C(=O)N3CCN(c4cccc(Cl)c4)CC3)ccc2c1=O | -11.3

# 3 entries from above, arranged by their value in RBX1-CUL1 inh, falling:
structure | RBX1-CUL1 inh
COc1ccc(N2C(=O)CN(C(=O)c3cccnc3SC)CC23CCCC3)cc1 | 8.9
c1ccc(CNc2nc3nonc3nc2N2CCN(Cc3ccccn3)CC2)cc1 | -4.1
Cc1ccc(Nc2nnc(C)c(=O)n2N)cc1 | -7.9

# Assay outcomes from PubChem BioAssay.
